# Hsp70 displacement: small molecules displacing fluorescent ligand from Hsp70 – biochemical, fluorescence polarization, primary screen (AID 583) | 0.06% of 140,000 active | one-dose displacement, % at 20 µM; IC50 in µM for titrated hits | Hsp70 fluorescence polarization probe displacement, mP; higher % means a stronger effect; in the data active = displacement above about 50%;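 note: plate controls were vehicle for no effect and reference ligand for full effect; a part of the inactive calls stands beside numbers as strong as those of hits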
# Rat MKP-3 inhibitors: inhibition of rat DUSP6 enzyme activity – biochemical, in vitro, primary screen (AID 425); recombinant MKP-3 phosphatase activity, fluorescence; higher % means a stronger effect; inhibition, % at 20 µM, or IC50 in µM where a hit was titrated; 0.17% of 110,000 active; in the data active = inhibition above about 50%;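 note: plate controls were vehicle for no effect and reference inhibitor for full effect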
# * marks the source's active call; other numbers are inactive results; · = not tested or not shown; & = joins results of further samples.
mol	Hsp70 displacement	Rat MKP-3 inhibitors
CC(C)[C@H](NC(=O)NC1CCCC1)C(=O)O	-3.8%	-4.6%
CCc1ccc(C(=O)/C=C/c2ccc([N+](=O)[O-])o2)cc1	-12.5%&-2.5%	5.4%
Cc1c(N2C(=O)/C(=C/c3ccc(-c4ccccc4Cl)o3)SC2=S)c(=O)n(-c2ccccc2)n1C	-1.6%	0.4%
CC1=NN(c2ccccc2)C(=O)C1C(C)C[N+](=O)[O-] (centres undefined)	1.5%	6.9%
COc1ccc(/C=C2/C(=O)NN(c3cccc(Cl)c3)C2=O)cc1OC	7.5%	-3.9%
CCOc1ccc(N(CC(=O)NC2CCCCCC2)S(=O)(=O)c2c(C)noc2C)cc1	-2.5%	-6.2%
CCOC(=O)C(=CNc1cc(Cl)c(-c2ccco2)c(Cl)c1)C(=O)OCC	-2.7%	-1.7%
CCc1ccc(/C=N/NC(=O)c2c[nH]c3ccccc23)s1	2.2%	-0.4%
O=C(COC(=O)CCOc1ccccc1)Nc1ccc(Cl)cn1	-6.0%	-2.2%
CCOc1ccc(-c2cc(C(=O)Nc3cc(OC)c(Cl)cc3OC)c3ccccc3n2)cc1	0.1%	0.7%
Cc1nnc(SCC(=O)N2CCC(C(N)=O)CC2)s1	1.8%	2.6%
Cc1ccc(OCCOCCOc2ccc(Cl)cc2/C=C2/SC(=S)NC2=O)cc1	-16.7%	1.0%
N=c1sc(Cc2ccc(Br)cc2)cn1CC(=O)c1ccc(Cl)cc1	-7.7%	3.9%
O=C(Nc1cccc(Cl)c1)c1ccc(-n2cnnn2)cc1	1.2%	1.3%
COc1cc2c(=O)n(Cc3ccco3)c(=O)n(CC(=O)c3ccc(Br)cc3)c2cc1OC	7.2%	-13.3%
COC(=O)c1c(NC(=O)C2CC2)sc2c1CCCC2	3.9%	-10.6%
COc1ccc(N(CC(=O)N2CCCC2)S(=O)(=O)c2ccccc2[N+](=O)[O-])c(OC)c1	-3.4%	0.3%
O=C(c1ccccc1NS(=O)(=O)c1ccc(Br)s1)N1CCCC1	0.7%	0.6%
Cc1cc(NC(=O)COC(=O)c2cc3c(s2)CCC(C)C3)no1 (centres undefined)	-3.6%	-5.8%
COc1cc(C(=O)NCCOc2ccccc2C)cc(OC)c1OC	-1.9%	2.4%
O=C(NCCCO)c1ccc2[nH]c3ccccc3c2c1	-2.7%	0.0%
CCC(=O)n1nc(NCc2ccccc2OC)nc1NCc1ccccc1OC	2.0%	-6.6%
O=C(Nc1nnc(CCN2CCOCC2)s1)C1CCCCC1	-5.4%	-5.4%
Cc1cc(Nc2ccccc2)nn1C(=O)c1ccc([N+](=O)[O-])cc1	0.5%	·
COc1ccc(NC(=O)COc2ccc(Br)c(C)c2)cc1Cl	0.3%	3.8%
C=C(C)C(=O)Oc1ccc(N2C(=O)C=CC2=O)cc1	1.2%	-1.7%
Cc1nn(C(C)C(=O)O)c(=O)c2c1sc1ccccc12 (centres undefined)	5.7%	1.5%
Cc1nn(-c2ccccc2)c(N2CCCCC2)c1/C=N/Nc1ccc(C(F)(F)F)cn1	-4.8%	3.6%
Cc1ccc2[nH]c3c(c2c1)CCCC3NC(N)=O (centres undefined)	·	-2.4%
CCN(CC)C(=O)C1CCN(S(=O)(=O)c2cccc3nonc23)CC1	-2.6%	·
CN1C(=O)N(CN2CCCCC2)C2C1N(C)C(=O)N2CN1CCCCC1 (centres undefined)	0.1%	-0.7%
N#CC1=C(N=Cc2ccccc2O)CCC1	2.8%	2.3%
COc1ccccc1-c1cc(C(F)(F)F)nc(S(=O)(=O)CCCC(=O)N2CCCCC2C)n1 (centres undefined)	1.4%	0.3%
COC(=O)c1c(-c2ccc(F)cc2)csc1NC(=O)c1ccco1	·	-16.2%
Cc1ccc(OCCSc2nnc(NC(=O)c3ccco3)s2)cc1	3.5%	0.4%
COc1ccc(NC(=O)c2c(-c3ccccc3Cl)noc2C)c(OC)c1	3.8%&-2.7%	-8.0%&-0.1%
Cc1cc2c(c(=O)o1)C(Cc1ccccc1)C(C#N)=C(N)O2 (centres undefined)	-0.2%	-5.6%
O=C(Cn1cc(C(=O)c2cccs2)c2ccccc21)NCc1ccc2c(c1)OCO2	0.7%	-5.6%
Cc1oc(C(C)(C)C)cc1C(=O)Nc1ccc(O)c(C(=O)O)c1	1.5%	4.2%
N#Cc1c(F)cccc1N1CCOCC1	-1.5%	-6.7%
COc1cc(C(=O)Nc2cccc(F)c2)cc(OC)c1OC	-0.7%	1.7%
O=C(CC1Sc2ccccc2NC1=O)OC(C(=O)NCCc1ccccc1)c1cccnc1 (centres undefined)	4.4%	·
O=C(CSc1nc2ccsc2c(=O)n1Cc1ccccc1)NCc1ccco1	2.0%	0.2%
CCCc1cc(C(=O)Nc2cc(OC)c(Cl)cc2OC)no1	0.7%	-3.9%
Clc1ccc(CSc2nnc([C@@H]3CCCN3)o2)cc1	2.7%	3.8%
CC(=O)Nc1ccc(-c2nc(-c3ccccc3)c3cc(NC(C)=O)ccc3n2)cc1	2.4%	-0.2%
CCCCn1nnc(NC(=O)CC23CC4CC(CC(C4)C2)C3)n1	2.3%	-6.1%
CC(/C=C/c1ccc2c(c1)OCO2)=N\NC(=O)c1cccc([N+](=O)[O-])c1	-2.1%&4.9%	1.2%
CCOc1ccc2c(C)c(CC)c(=O)oc2c1	4.6%	4.1%
Cc1ccc(/C=N/NS(=O)(=O)c2ccc(Cl)cc2)cc1	-4.5%	2.9%
CC(=O)c1cnc(Nc2nc(C)c3cccc(C)c3n2)nc1C	1.5%	-7.9%
O=C(Nc1cccc(C(F)(F)F)c1)C1CCCN(S(=O)(=O)c2cnc[nH]2)C1 (centres undefined)	-0.8%	-6.3%
CC(C)(C)C(=O)COc1ccc2ccc(=O)oc2c1	-6.9%	3.5%
CCCCc1ccc(NC(=O)CSC2=C(C#N)C(c3ccco3)C3=C(CCCC3=O)N2)cc1 (centres undefined)	-2.8%	-16.4%
CC(Nc1cc(N2CCN(CCO)CC2)ccc1[N+](=O)[O-])C12CC3CC(CC(C3)C1)C2 (centres undefined)	-2.1%	-0.8%
COc1ccc(CCNC(=O)c2ccc(Cl)cc2)cc1OC	-4.0%	-0.9%

# Carrying on:
mol	Hsp70 displacement	Rat MKP-3 inhibitors
CCn1c2ccccc2c2cc(CN3CCN(Cc4cc(OC)ccc4O)CC3)ccc21	4.1%	-0.6%
COC(=O)c1cc2ccccc2oc1=O	1.0%	·
Cc1nc(NCc2ccco2)c(C#N)c2c1COC(C)(C)C2	-2.7%	-8.8%
CCC(CC)C(=O)Nc1c2cnn(-c3ccccc3)c2nc(=O)n1-c1ccccc1	2.1%	-5.3%
CCOC(=O)N1CCC(NS(=O)(=O)c2ccc3c(c2)C(C)(C)C(=O)N3C)CC1	0.3%	0.8%
CC1Cc2ccccc2N1C(=O)c1cnc2ccccn2c1=O (centres undefined)	10.0%	-2.2%
O=C(CN(CC1CCCO1)C(=O)CCC(=O)Nc1nccs1)NCc1ccccc1 (centres undefined)	0.9%	·
Cc1[nH]c2c(ccc3ccccc32)c(=O)c1CN1CCOCC1	1.4%	2.7%
COc1ccccc1CNc1nc2nc3c(c(=O)n2[nH]1)CCC3	-5.9%	-5.2%
Cc1ccc(C2C(C(=O)OC(C)C)C(=O)CC(C)(O)C2C(=O)OC(C)C)cc1 (centres undefined)	0.3%	3.9%
CN(CC(=O)NCc1ccco1)S(=O)(=O)c1ccc2c(c1)n(C)c(=O)c(=O)n2C	-4.0%	3.9%
COc1ccc(Nc2nc(N3CCCC3)c3ccccc3n2)cc1	6.5%	-6.9%
NNC(=O)CCNS(=O)(=O)c1ccc([N+](=O)[O-])cc1	0.6%	-3.6%
CC[C@@H](C)[C@H](NS(=O)(=O)c1ccc(C)cc1)C(=O)N1CCC(C(=O)NCC(=O)O)CC1	-3.7%	-2.7%
O=C(O)CCCC(=O)NCCC(c1ccccc1)c1ccccc1	7.0%	-2.9%
COC(=O)C1=C(C(=O)OC)N(c2ccccc2)/C(=C2/C(=S)C(C)(C)Nc3ccccc32)S1	3.7%	9.5%
CC1=C(C(=O)OCc2ccccc2)C(c2ccc(O)c([N+](=O)[O-])c2)C2=C(CC(c3ccccc3)CC2=O)N1 (centres undefined)	-3.6%	2.5%
Cc1cccc(NC(=O)C2CCCN2C(=O)Oc2ccccc2)c1 (centres undefined)	2.5%	·
CC1CC(C(F)(F)F)n2ncc(C(=O)O)c2N1 (centres undefined)	-1.5%	-15.4%
O=C(COc1ccccc1)Nc1cccc(-c2nnc(-c3ccccc3)o2)c1	9.3%	-9.8%
COc1ccc(NC(=O)Nc2nnc(-c3ccc(OC)c(OC)c3)s2)cc1	-3.3%	0.8%
O=C(O)c1cc(NCc2ccc(F)cc2)ccc1N1CCOCC1	1.8%	·
CC1(C)Cc2c(c(N3CCOCC3)nc3snc(NC(=O)c4ccccc4)c23)CO1	11.0%	·
CC(C)(C)c1cc(C(=O)N/N=C/c2ccc(F)cc2)n[nH]1	1.3%	0.5%
COc1ccc(NC(=O)O/N=C\c2ccc(Br)cc2)cc1	-5.4%	0.1%
CCOC(=O)C1=C(C)NC(=O)CC1c1ccccc1F (centres undefined)	0.9%	-3.5%
Cc1ccc(C)n1-n1cnc2sc3c(c2c1=O)CCCC3	-1.2%	0.5%
O=C(O)c1ccccc1C(=O)c1ccc2c3c(cccc13)CC2	3.8%	2.0%
CCCS(=O)(=O)c1c(S(=O)(=O)CCC)c2cc(CC)ccn2c1C(=O)OC	4.6%	-2.6%
CCSc1nnc(NC(=O)CSc2nc3c(c(=O)n2C)SC(C)C3)s1 (centres undefined)	2.6%	·
Cc1ccc(CNC(=O)C2c3ccccc3C(=O)N(C)C2c2c[nH]c3ccccc23)o1 (centres undefined)	·	-15.3%
Cc1c(C(=O)Nc2nnc(C(F)(F)F)s2)oc2ccccc12	7.3%	-5.5%

# Some of the entries so far, with values under each structure:
# Screens in order – Hsp70 displacement | Rat MKP-3 inhibitors
Cc1ccc(CNC(=O)C2c3ccccc3C(=O)N(C)C2c2c[nH]c3ccccc23)o1 (centres undefined)
 : · | -15.3%
Cc1c(C(=O)Nc2nnc(C(F)(F)F)s2)oc2ccccc12
 : 7.3% | -5.5%

# (next part)
mol	Hsp70 displacement	Rat MKP-3 inhibitors
Cc1ccc(N2C(=O)CC(n3ccnc3)C2=O)cc1C (centres undefined)	-1.8%	·
CCn1c(CCC(=O)Nc2nc3c(s2)CCCC3)nc2cc(S(=O)(=O)N(C)C)ccc21	8.7%	-7.2%
CC(=O)N1C(=O)C2(C(C#N)=C(N)Oc3n[nH]c(-c4ccccn4)c32)c2ccccc21 (centres undefined)	-4.8%	-9.0%
Cc1[nH]n(-c2ccc(Cl)cc2)c(=O)c1/C=N/NC(=O)c1ccccc1[N+](=O)[O-]	4.3%	-0.3%
Cc1oc(C(=O)O)cc1COc1ccc2oc3ccccc3c2c1	·	2.6%
CC(C)CNC(=O)c1ccccc1NC(=O)Nc1ccccc1	2.3%	·
COc1ccc(/C(O)=C2\C(=O)C(=O)N(Cc3ccco3)C2c2ccc(OC)cc2OC)cc1 (centres undefined)	-1.3%	·
Cc1ccc(S(=O)(=O)c2cccc(S(=O)(=O)N3CCOCC3)c2)cc1S(=O)(=O)N1CCOCC1	3.6%	·

# Structural class, those above with bromine (5)
mol	Hsp70 displacement	Rat MKP-3 inhibitors
N=c1sc(Cc2ccc(Br)cc2)cn1CC(=O)c1ccc(Cl)cc1	-7.7%	3.9%
COc1cc2c(=O)n(Cc3ccco3)c(=O)n(CC(=O)c3ccc(Br)cc3)c2cc1OC	7.2%	-13.3%
O=C(c1ccccc1NS(=O)(=O)c1ccc(Br)s1)N1CCCC1	0.7%	0.6%
COc1ccc(NC(=O)COc2ccc(Br)c(C)c2)cc1Cl	0.3%	3.8%
COc1ccc(NC(=O)O/N=C\c2ccc(Br)cc2)cc1	-5.4%	0.1%

# Continued:
mol	Hsp70 displacement	Rat MKP-3 inhibitors
COc1cccc(-c2nnc3sc(-c4ccccc4)nn23)c1	4.1%	-0.1%
O=C(Oc1ccc([N+](=O)[O-])cc1)c1cc(S(=O)(=O)N2CCOCC2)ccc1Cl	1.5%	-3.2%
c1csc(CNCCN2CCOCC2)c1	-4.5%	·
C=CCNS(=O)(=O)c1ccc(N2C(=O)c3ccccc3C2=O)cc1	0.9%	3.7%
O=C(OCC(=O)N1CCc2ccccc21)c1cccnc1	-1.3%	-12.6%
COC(=O)CSC1=C(C#N)C(c2sccc2C)CC(=O)N1 (centres undefined)	-2.7%	·
CCOC(=O)C(C)Oc1ccc2c(C)c(CC)c(=O)oc2c1 (centres undefined)	3.2%	2.8%
CSc1cccc(NC(=O)CN(c2cccc(C)c2)S(C)(=O)=O)c1	-2.1%	·
CC(C)NC(=O)COc1cccc(Cl)c1	-1.7%	2.9%
O=C(Nc1cnc2ccccc2c1)C1COc2ccccc2O1 (centres undefined)	2.0%&-4.6%	-6.2%&3.5%
CCc1ccc(NC(=O)CSc2ccc(Cl)cc2)cc1	-2.8%	3.7%
CCOC(=O)Cc1nnc(Nc2cccc(C)c2)c2ccccc12	-3.3%&-8.0%	-4.0%
CC(C)CCNC(=O)C(=O)Nc1ccccc1F	-0.3%	-1.5%
COc1cc(C=C2C(=O)NC(=O)NC2=O)cc(I)c1OCc1ccc([N+](=O)[O-])cc1	1.2%	-2.5%
CCOC(=O)c1sc(NC(=O)c2nn3c(c2Cl)NC(c2cccs2)CC3C(F)(F)F)c(C(=O)OCC)c1C (centres undefined)	-0.6%	1.1%
C=CCn1c(SCC(=O)Nc2cc(C)ccc2OC)nnc1-c1ccco1	-0.1%	-4.5%

# Compound activity: PubChem BioAssay, Sanford-Burnham Center for Chemical Genomics

# Only part of the results is shown (hit frequency here may not be typical).
